High-throughput results as filed in PubChem BioAssay.
hIAP block – human IAP inhibitors, primary screen, biochemical, luminescence, uHTS. Intestinal-type alkaline phosphatase (Homo sapiens), P09923. inhibition, % at 10 µM. purified IAP, CDP-Star luminescence, 30 min. 0.12% of 330,000 active;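 active = inhibition reaching a set limit with compound at 10 µM in the primary screen, cut at about 35% in these data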;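 note: plate controls were DMSO wells with enzyme for no effect and no-enzyme buffer wells for full effect; values of inactives mirror those of a sister screen read the other way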
Target sequence (P09923 whole entry, looked up): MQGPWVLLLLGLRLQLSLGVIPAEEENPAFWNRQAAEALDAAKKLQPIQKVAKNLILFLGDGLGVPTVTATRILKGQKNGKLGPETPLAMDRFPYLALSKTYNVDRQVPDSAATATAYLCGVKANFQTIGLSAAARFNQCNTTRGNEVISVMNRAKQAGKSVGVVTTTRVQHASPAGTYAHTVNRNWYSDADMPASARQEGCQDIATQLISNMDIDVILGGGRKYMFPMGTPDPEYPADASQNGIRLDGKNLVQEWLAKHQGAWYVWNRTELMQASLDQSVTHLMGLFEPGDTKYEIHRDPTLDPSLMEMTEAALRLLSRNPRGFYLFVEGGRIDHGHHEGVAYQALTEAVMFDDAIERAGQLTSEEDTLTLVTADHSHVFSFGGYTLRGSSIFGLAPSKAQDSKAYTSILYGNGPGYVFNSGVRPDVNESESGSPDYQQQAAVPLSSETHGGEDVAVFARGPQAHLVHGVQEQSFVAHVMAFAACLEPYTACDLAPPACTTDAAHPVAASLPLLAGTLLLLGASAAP
NLRP3 yeast inh – NALP3 inflammasome inhibitors in reconstituted yeast, primary screen, luminescence, uHTS; Yeast reconstituted NLRP3/ASC/caspase-1, beta-gal luminescence, 24 h; inhibition, % at 10 µM; 0.39% of 330,000 active;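 active = inhibition of 50% or more; inactive = inhibition below 50%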;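 note: plate controls were induced DMSO wells for no effect and uninduced yeast grown without galactose for full effect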
mIAP activ – activators of mouse IAP, primary screen, biochemical, luminescence, uHTS; intestinal alkaline phosphatase [Mus musculus]; muIAP, CDP-Star luminescence, 30 min; active compounds read high; 1 = vehicle-only enzyme signal, 0 = enzyme-free wells; activation factor at 10 µM; 0.24% of 330,000 active; AID 2805, 2010;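 active = activation factor of at least 2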; note: the source names both 10 and 20 µM as test concentration; values of inactives mirror those of a sister screen read the other way
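Assay system: mouse IAP enzyme; reagent: chemiluminescent substrate CDP-Star; dosing: test compounds delivered from DMSO solution; schedule: 30 min at room temperature; measured by: luminescence from enzymatic CDP-Star hydrolysis; controls: DMSO-only wells and no-enzyme negative control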
APOBEC3A inh – APOBEC3A ssDNA deaminase inhibitors, primary screen, selectivity assay for APOBEC3G inhibitor project, biochemical, FAM/TAMRA oligo cleavage fluorescence; 0.41% of 330,000 active; DNA dC->dU-editing enzyme APOBEC-3A (Homo sapiens), P31941; inhibition, % at 20 µM; recombinant A3A, FAM/TAMRA ssDNA deamination fluorescence;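 active = at least 40% inhibition at 20 µM here, with at most 30% in a related deaminase screen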;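 note: plate controls were A3A with DMSO for no effect and wells lacking A3A enzyme for full effect; some results filed as inactive read as strong as hits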
Target sequence (P31941 whole entry, looked up): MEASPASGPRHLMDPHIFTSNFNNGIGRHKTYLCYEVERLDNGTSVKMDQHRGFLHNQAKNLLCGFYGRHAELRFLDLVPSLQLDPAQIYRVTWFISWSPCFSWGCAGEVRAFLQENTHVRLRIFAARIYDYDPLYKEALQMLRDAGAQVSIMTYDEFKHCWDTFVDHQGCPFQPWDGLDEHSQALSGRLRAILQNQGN
TIM10 inh – growth inhibitors of isogenic TIM10 control yeast, primary screen, counter-screen for tim10-1 yeast inhibitor project, luminescence, uHTS. S. cerevisiae TIM10 strain growth, BacTiter-Glo luminescence, 24 h. inhibition, % at 10 µM. 1.4% of 330,000 active;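 active = inhibition of 40% or more at the single tested concentration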;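 note: wild-type TIM10 isogenic control strain grown at permissive 25 °C; 0% = DMSO yeast wells and 100% = minimal medium wells without yeast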
tim10-1 inh – growth inhibitors of tim10-1 mutant yeast, primary screen, luminescence, uHTS; S. cerevisiae tim10-1 ts strain growth, BacTiter-Glo, 24 h; inhibition, % at 20 µM; 2.2% of 330,000 active; AID 463190, 2010;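 active = inhibition of at least 40%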;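 note: mutant grown at 25 °C; 0% = DMSO wells with yeast and 100% = wells holding no yeast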
mIAP inh – inhibitors of mouse IAP, primary screen, biochemical, luminescence, uHTS; AID 2806, 2010; inhibition, % at 10 µM; 0.2% of 330,000 active; purified mouse IAP, CDP-Star luminescence, 30 min; intestinal alkaline phosphatase [Mus musculus];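 active = inhibition of at least 40% at 10 µM in the primary screen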;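 note: plate controls were DMSO with enzyme for no effect and no enzyme wells for full effect; values of inactives mirror those of a sister screen read the other way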
A3G deaminase – APOBEC3G DNA deaminase inhibitors, primary screen, biochemical, fluorescence, single-stranded DNA substrate, uHTS; recombinant A3G, ssDNA deamination FAM/TAMRA fluorescence; inhibition, % at 20 µM; 0.28% of 330,000 active; AID 493012, 2011;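 active = inhibition of at least 40% at 20 µM, with no more than 30% in the related APOBEC3A deaminase screen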;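 note: plate controls were DMSO wells with A3G for no effect and wells lacking A3G enzyme for full effect; some compounds called inactive have numbers as strong as hits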
Target sequence (Q9HC16 whole entry, looked up): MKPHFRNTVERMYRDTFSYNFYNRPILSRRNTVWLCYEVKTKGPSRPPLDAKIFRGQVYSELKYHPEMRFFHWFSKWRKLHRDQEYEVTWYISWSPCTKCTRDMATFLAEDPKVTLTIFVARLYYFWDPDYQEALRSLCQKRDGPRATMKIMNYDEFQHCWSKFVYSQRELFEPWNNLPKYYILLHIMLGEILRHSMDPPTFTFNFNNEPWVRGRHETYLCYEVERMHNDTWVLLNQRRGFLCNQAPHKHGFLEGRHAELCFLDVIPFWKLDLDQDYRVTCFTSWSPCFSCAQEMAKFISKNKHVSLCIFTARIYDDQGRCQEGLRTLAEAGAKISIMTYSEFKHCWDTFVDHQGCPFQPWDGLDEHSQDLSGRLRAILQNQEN
beta cell repl – inducers of MIN6 beta-cell proliferation, primary screen, ATP luminescence, uHTS. AID 2380, 2010. MIN6 cells proliferation, ATPlite luminescence, 48 h; cells starved in 0.2% serum; 100% = growth in 10% serum. 0.29% of 330,000 active. proliferation, % at 10 µM;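 active = compounds whose signal lies at least 3.5 SD above the mean of all wells on their plate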;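 note: 0% = DMSO-treated cells in low-serum medium and 100% = 10% serum control; some compounds called inactive have numbers as strong as hits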
* marks the source's active call; other numbers are inactive results.

SMILES	hIAP block	NLRP3 yeast inh	mIAP activ	APOBEC3A inh	TIM10 inh	tim10-1 inh	mIAP inh	A3G deaminase	beta cell repl
CNS(=O)(=O)c1cccc(C(=O)OCC(=O)NC(C)CCc2ccccc2)c1 (stereo not given)	-2	12	0.94	0	0	12	6	-7	-5
COc1ccc(NC(=O)Nc2cc(C(=O)O)ccc2N2CC3CC(C2)c2cccc(=O)n2C3)c(OC)c1 (stereo not given)	-16	8	1.1	-1	1	-3	-7	7	-3
Cc1cccc(NC(=O)C(=O)N/N=C/c2ccncc2)c1	2	6	0.91	-1	5	6	9	-2	-2
Cc1nn(C)c(C)c1CN(C)S(=O)(=O)c1ccc2ccccc2c1	-12	3	1.1	3	27	34	-8	0	-5
CCOc1nc(Nc2ccc([N+](=O)[O-])cc2)nc(NC(C)(C)C)n1	16	9	0.94	-1	9	20	6	-4	-2
Cc1cc(C(=O)N/N=C2\CC(=O)c3ccccc32)c(C)n1-c1ccccc1	1	24	0.86	2	17	15	14	-12	-5
NC(=O)C1=C[C@H](c2coc3ccccc3c2=O)C[C@H](OCCCCO)O1	3	14	1	-3	12	14	-1	-3	3
COCC(C)n1c(SCC(=O)Nc2sccc2C(N)=O)nc2ccccc2c1=O (stereo not given)	4	10	0.94	1	-7	11	6	-6	-1
O=C1c2ccccc2C(=O)N1Nc1ccccc1	-10	17	0.99	4	-35	-49	1	-3	-2
COC(=O)C1CCN(C(=O)CSc2ccccc2)CC1	19	12	1	1	5	1	-4	-1	4
O=C(N/N=C/c1ccc(Sc2ccccn2)o1)c1cc2ccccc2cc1O	5	-2	0.81	1	2	9	19	-5	-3
COc1ccc(CCNC(=O)COC(=O)c2ccco2)cc1OC	-4	-1	1.1	-5	-6	14	-10	-6	0
Cc1ccccc1C(=O)Nc1cc(C(F)(F)F)ccc1-n1cncn1	6	-1	1	4	20	17	0	-2	0
COCCCNC(=S)Nc1c(C)cc(C)cc1C	15	9	0.97	-4	8	-40	3	-7	-3
O=C(COc1c(F)c(F)cc(F)c1F)NC(=O)NC1CCCC1	7	18	1.1	0	-4	27	-9	-2	-1
COc1ccc(S(=O)(=O)N2CCCCCC2)cc1C(=O)N(CC(C)C)C1CCS(=O)(=O)C1 (stereo not given)	-13	-9	1	-2	-1	5	0	-5	3
CC(Sc1cnc2ccccc2n1)C(=O)O (stereo not given)	-15	19	0.91	1	-9	14	9	0	1
O=C(CN1CCCc2ccccc21)NCCc1ccc(F)cc1	-13	1	1	-2	-2	6	-2	-8	0
Cc1ccc(S(=O)(=O)NCC(=O)N(CC(=O)NCC2CCCO2)Cc2ccco2)cc1 (stereo not given)	-9	-5	1.2	-6	-9	9	-18	-3	-2
Cc1ccc(N(C(=O)CNC(=O)c2ccco2)C(C(=O)NC2CCCCC2)c2ccncc2)cc1F (stereo not given)	0	-20	0.93	-3	9	-7	7	-10	0
COc1cc(OC)cc(C(=O)NC(c2ccccc2)c2ccccc2)c1	-32	7	1	-4	-2	9	-2	-6	0
CSc1nnc(-c2ccc([N+](=O)[O-])cc2)o1	-4	33	1	-1	8	7	-2	-4	-3
COc1ccccc1N=c1scc(-c2ccc3c(c2)NC(=O)CO3)n1CC1CCCO1 (stereo not given)	-5	-5	1	-1	14	14	0	-2	-3
O=C(NCCc1ccccc1F)C1CCC(=O)N(Cc2ccccc2F)C1 (stereo not given)	-15	3	1	-3	-5	11	-2	-2	-1
O=C(CSc1nc2[nH]c(=O)cc(O)c2s1)Nc1ccc(Br)cc1	0	10	0.81	2	2	4	19	-4	0
c1ccc2sc(Sc3ncnc4sccc34)nc2c1	13	11	0.93	1	0	13	7	-3	-6
Cc1ccc2[nH]cc(C(=O)CN3CCN(c4ccccc4F)CC3)c2c1	19	14	1	1	9	19	-1	-4	-4
COc1ccc(N(CC(=O)Nc2cc(C)ccc2C)S(=O)(=O)c2ccccc2[N+](=O)[O-])c(OC)c1	-1	4	1	-3	15	35	0	-5	-2
COc1ccc(CCNC(=O)c2cc(CC(C)C)on2)cc1OC	-30	12	0.97	-4	3	18	3	-10	-1
CC(C(=O)N1CCOCC1)c1ccccc1 (stereo not given)	-9	-3	1	0	6	4	-1	-1	0
O=C(NCc1cccnc1)c1cc2ccccc2oc1=O	0	-7	1.1	-1	-4	14	-6	-6	1
COc1ccc(-c2csc3nc(C)nc(N4CCC(C)CC4)c23)cc1OC	11	10	1.1	7	7	22	-13	-7	-3
Cc1cc(C)c(NC(=O)C2c3ccccc3Oc3ccccc32)c(C)c1	17	1	1.1	1	4	5	-8	-2	0
Cc1ccc(SCCC(=O)OCC(=O)Nc2ncc(Cl)cc2Cl)cc1	-46	17	0.97	5	-5	28	3	-5	1
O=C(CN1CCCCCC1)N/N=C/c1ccc(Cl)c(Cl)c1	10	13	0.89	-2	3	5	11	-3	-1
CCn1ncc(NC(=O)Nc2cccc(C(F)(F)F)c2)c1C(N)=O	-29	9	1.1	-4	-24	6	-15	-4	1
CCn1c(O)c(/C=C2\C=NN=C2c2ccc(C)cc2)sc1=S	-12	8	0.91	-2	17	17	9	-8	-6
COc1cc(S(=O)(=O)Nc2cccc(C)c2)ccc1NC(=O)c1ccncc1	-7	2	1	-3	-2	-8	-3	-5	2
N#Cc1c(N2CCCC2)nsc1-c1ccccc1	13	41	0.97	-2	2	8	3	-7	1
CCN(CC)CCNC(=O)CCc1c(C)nc2c(c(C)nn2-c2ccc(C)cc2)c1C	-10	-11	1.1	-6	4	27	-10	-4	-5

Whole records, looked up by structure. Order of screens: hIAP block | NLRP3 yeast inh | mIAP activ | APOBEC3A inh | TIM10 inh | tim10-1 inh | mIAP inh | A3G deaminase | beta cell repl
`COc1cc(OC)cc(C(=O)NC(c2ccccc2)c2ccccc2)c1` reads -32 | 7 | 1 | -4 | -2 | 9 | -2 | -6 | 0
`COc1cc(S(=O)(=O)Nc2cccc(C)c2)ccc1NC(=O)c1ccncc1` reads -7 | 2 | 1 | -3 | -2 | -8 | -3 | -5 | 2
`CSc1nnc(-c2ccc([N+](=O)[O-])cc2)o1` reads -4 | 33 | 1 | -1 | 8 | 7 | -2 | -4 | -3

Next section
SMILES	hIAP block	NLRP3 yeast inh	mIAP activ	APOBEC3A inh	TIM10 inh	tim10-1 inh	mIAP inh	A3G deaminase	beta cell repl
O=C(Nc1nnc(C2=COCCO2)o1)c1ccc(Br)cc1	-8	-2	0.97	-4	30	42*	3	-4	1
O=C(COC(=O)/C=C/c1cccc([N+](=O)[O-])c1)Nc1cccnc1Cl	-1	0	1	-3	-1	15	-4	-1	-1
O=[N+]([O-])c1ccc(S(=O)(=O)Nc2nnc(C3CCCCC3)s2)cc1	-21	16	1	-1	-11	9	-2	-3	-2
O=C1c2ccccc2C(=O)C1c1ccc2ccccc2n1	6	15	0.88	4	58*	31	12	-2	-6
Cc1nc(NS(=O)(=O)c2ccccc2)sc1C(=O)NNS(=O)(=O)c1ccccc1	-2	17	1	-4	-2	-20	-2	-9	2
CCN(c1ccccc1)S(=O)(=O)c1ccc(Cl)c(NC(=O)COC(=O)c2cccc(OC)c2O)c1	3	5	0.93	2	9	4	7	-10	2
S=C(NCc1ccc2c(c1)OCO2)NCc1ccc2c(c1)OCO2	0	12	1.6	0	15	10	-57	-4	-1
O=C(CCCCCn1c(=O)[nH]c2ccsc2c1=O)N1CCCCC1	3	3	1	-1	-21	9	-4	-3	-1
O=C(COC(=O)c1ccc(Br)o1)Nc1ccc(F)cc1[N+](=O)[O-]	21	-9	1	-1	14	6	-5	-6	4
COc1ccc(OC)cc1	-2	19	0.99	-2	-2	-9	1	-1	3
CS(=O)(=O)N1CCC(Oc2ccccc2C(=O)NC(C2CC2)C2CC2)CC1	-17	17	1	3	3	-10	-3	0	-3
COc1ccc(N(C(C)C(=O)N/N=C/c2cc(Br)c(C)o2)S(C)(=O)=O)cc1 (stereo not given)	13	-2	1	-1	4	9	-4	-2	2
O=C(Nc1cc(S(=O)(=O)N2CCOCC2)ccc1N1CCOCC1)c1cc2c(s1)CCC2	-9	-10	0.95	0	-3	3	5	-11	-1
CCCn1nnnc1NCc1ccccc1F	4	15	0.98	-7	-8	-5	2	-11	-2
O=C(Cn1c2ccccc2c2nc3n(c(=O)c21)CCS3)Nc1ccccc1	-21	6	1	-5	9	12	-2	-3	0
CCC(c1nnnn1Cc1ccc(F)cc1)N1CCN(C2CCCCC2)CC1 (stereo not given)	-5	8	1.1	-2	-19	-14	-12	-5	-3
CCN(CC)c1nc(C)c(C(=S)Nc2cc([N+](=O)[O-])ccc2Cl)s1	15	19	0.88	-2	5	28	12	-5	-3
O=C(NCCN1CCOCC1)/C(=C\c1ccc(Br)cc1)NC(=O)c1cccs1	11	6	0.99	-4	0	11	1	-8	0
S=C(NCCc1c[nH]c2ccccc12)NC1CCCC1	-2	-2	1.2	-6	-43	27	-19	-6	0
COc1ccc(Cl)cc1N(C(=O)c1ccco1)C(C(=O)NC1CCCC1)c1ccco1 (stereo not given)	2	13	0.95	2	5	16	5	-1	4
c1cn2cc(CSC3CCCCC3)nc2s1	-4	27	0.89	-2	8	13	11	0	3
CS(=O)(=O)c1ccccc1C(=O)Nc1cc(Cl)ccc1-n1cncn1	-10	10	1	-1	-7	-22	-5	-5	-1
CNC(=O)c1cccc(NC(=O)c2cc(-c3ccccc3)nc3c2cnn3C(C)C)c1	8	28	0.89	3	15	23	11	-5	-7
Cc1ccc([N+](=O)[O-])cc1S(=O)(=O)N1CCCN(C)CC1	8	16	0.98	-1	12	-10	2	-6	3
Cc1n[nH]c(=S)n1Cc1ccccc1	0	4	1	-6	13	27	-4	-1	-6
O=C(CN1C(=O)c2ccccc2C1=O)Nc1cccc(Cl)c1	0	4	0.99	1	-7	5	1	-2	-3
Cc1ccc(S(=O)(=O)N2CCN(C(=O)COC(=O)CSc3ccc(C)c(C)c3)CC2)c(C)c1	0	3	0.96	-5	4	16	4	-9	-1
O=C1c2cnc3nc(SCc4cccc(Cl)c4)nn3c2CC2c3ccccc3CCN12 (stereo not given)	6	18	0.93	3	-8	-20	7	3	-4
S=C1NC[C@H](Cc2ccccc2)N1CCc1cccc2ccccc12	5	26	0.9	-5	24	29	10	-12	-7
CC(OC(=O)CNC(=O)c1ccc(Br)cc1)C(=O)NC1CCCCC1C (stereo not given)	-3	8	1	0	-5	15	-3	-5	5
CCCCN=C1NN=C(c2cc3ccccc3o2)CS1	-4	3	0.86	-2	33	39	14	-6	-4
O=C1c2ccccc2NC(c2cccc(O)c2)N1O (stereo not given)	10	2	0.9	0	1	5	10	-1	0
CCN1CCN(S(=O)(=O)c2ccc(Cl)c(C(=O)NC3CCCCC3)c2)CC1	6	22	1.1	3	1	-12	-5	-5	-3
O=C(Nc1ccccc1C(F)(F)F)c1cc(-c2ccco2)on1	-3	19	1	-3	7	-20	-3	-9	-1
COc1cc(OC)cc(-c2c(C#Cc3ccsc3)c3cc(-c4ccc(OC)nc4)ccc3n2C)c1	5	16	1.1	-4	-5	11	-8	-6	0
